# High-throughput results (PubChem BioAssay)
# TLR9-MyD88 block = TLR9-MyD88 interaction inhibition. actives 0.21% (n = 340,000). Q9NR96+Q99836. CHO BLA complementation TLR9-MyD88, CCF4 FRET ratio. inhibition, % at 4.98 µM;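 active = inhibition above the mean over all tested compounds plus 3 SD, cut at about 21% in these data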;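 note: 0% = DMSO only wells and 100% = clavulanate BLA inhibitor control wells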
# Target sequence (Q99836 whole entry, looked up): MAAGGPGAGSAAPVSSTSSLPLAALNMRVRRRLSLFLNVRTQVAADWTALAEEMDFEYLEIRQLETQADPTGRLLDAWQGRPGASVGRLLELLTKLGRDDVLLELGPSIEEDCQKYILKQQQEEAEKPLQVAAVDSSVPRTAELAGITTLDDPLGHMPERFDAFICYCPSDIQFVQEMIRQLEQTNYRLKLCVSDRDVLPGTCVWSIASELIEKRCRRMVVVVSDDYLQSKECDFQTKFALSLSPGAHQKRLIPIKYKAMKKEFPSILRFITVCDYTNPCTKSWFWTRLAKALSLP
# Target sequence (Q9NR96 whole entry, looked up): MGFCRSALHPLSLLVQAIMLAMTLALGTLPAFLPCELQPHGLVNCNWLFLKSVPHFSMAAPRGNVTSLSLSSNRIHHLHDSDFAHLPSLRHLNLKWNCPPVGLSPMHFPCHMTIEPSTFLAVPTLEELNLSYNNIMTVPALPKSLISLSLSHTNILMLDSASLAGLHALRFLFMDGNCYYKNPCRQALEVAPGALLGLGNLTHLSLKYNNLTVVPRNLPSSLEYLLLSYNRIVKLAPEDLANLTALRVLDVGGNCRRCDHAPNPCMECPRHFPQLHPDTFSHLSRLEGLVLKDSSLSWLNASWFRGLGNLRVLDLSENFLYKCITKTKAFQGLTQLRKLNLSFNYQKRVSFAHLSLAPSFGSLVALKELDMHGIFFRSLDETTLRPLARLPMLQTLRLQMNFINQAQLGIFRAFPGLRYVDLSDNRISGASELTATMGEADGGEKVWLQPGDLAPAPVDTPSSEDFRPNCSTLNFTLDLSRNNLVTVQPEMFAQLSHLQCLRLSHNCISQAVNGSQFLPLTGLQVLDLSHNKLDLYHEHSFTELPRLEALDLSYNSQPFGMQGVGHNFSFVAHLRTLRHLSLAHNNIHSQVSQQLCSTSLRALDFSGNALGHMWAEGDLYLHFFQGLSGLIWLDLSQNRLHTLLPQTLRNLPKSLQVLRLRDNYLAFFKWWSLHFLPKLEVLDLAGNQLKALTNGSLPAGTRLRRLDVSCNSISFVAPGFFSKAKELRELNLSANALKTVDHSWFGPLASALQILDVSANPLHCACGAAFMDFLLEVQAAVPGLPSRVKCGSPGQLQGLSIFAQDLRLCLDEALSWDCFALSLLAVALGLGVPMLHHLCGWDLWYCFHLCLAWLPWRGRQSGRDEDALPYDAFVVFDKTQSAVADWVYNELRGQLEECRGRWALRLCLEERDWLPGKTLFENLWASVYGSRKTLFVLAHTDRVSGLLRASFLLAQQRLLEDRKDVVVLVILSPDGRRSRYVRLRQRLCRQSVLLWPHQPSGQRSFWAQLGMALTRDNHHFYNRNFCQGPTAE
# ABHD5-PLIN5 inh = ABHD5-PLIN5 protein interaction inhibition. Q00G26+Q8WTS1. Split G. princeps luciferase complementation, luminescence, 4 h. inhibition, % at 4 µM. actives 0.78% (n = 360,000);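 active = inhibition above the mean inhibition across every tested compound plus 3 SD, cut at about 22% in these data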;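 note: 0% = DMSO only wells and the 100% control is not disclosed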
# aDG glyco up = alpha-DG glycosylation activation; activation, % at 10 µM; AID 624168; Pro5-aDG cells, alpha-DG glycosylation AlphaScreen (IIH6); 0% Pro5, 100% B10-LARGE cell signal; actives 0.22% (n = 360,000);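 active = activation of at least 8% versus controls, or a plate z-score of at least 8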;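 note: Pro5 are CHO cells carrying HIG-tagged alpha-DG that lacks glycosylation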
# NOD2 RIPK2 PPI = NOD2-RIPK2 protein interaction inhibition | O43353 | CHO BLA complementation NOD2-RIPK2, CCF4 ratio | inhibition, % at 4.98 µM | actives 0.38% (n = 360,000) | AID 624267; in the data active = inhibition above about 21%;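 note: 0% = vehicle only and 100% = reference blocker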
# Granule exo inh = lytic granule exocytosis inhibition; inhibition, % at 10 µM; TALL-104 LAMP-1 surface exposure, flow cytometry; cells stimulated with thapsigargin and PMA; actives 0.66% (n = 360,000); AID 651702;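 active = inhibition above about 55%, limit read from the data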
# ABCB6 inh 2 = blocks the human ABCB6 transporter. Q9NP58. fluorescence ratio to DMSO, % at 10 µM. K562-ABCB6 porphyrin accumulation, flow cytometry, 1 h; stronger effect = lower value. actives 0.19% (n = 360,000);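 active = fluorescence ratio to DMSO below 75%, the collection mean minus 3 SD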;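 note: signal is porphyrin accumulated inside mitochondria; 100% equals median channel fluorescence of DMSO control wells; lower ratio means ABCB6 inhibition with less porphyrin fluorescence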
# MC4R barr agon = human MC4R agonism via beta-arrestin; activation, % at 8.9 µM; U2OS MC4R beta-arrestin complementation, luminescence; percent of melanotan II response, DMSO zero; actives 0.98% (n = 360,000);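 active = activation above a per-plate cutoff, the mean activation of sample wells on that plate plus 3 SD, cut at about 8% in these data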
# MC4R antagonist = human MC4R antagonism in cAMP assay; MC4R-expressing cells, MTII-stimulated cAMP, LANCE TR-FRET; actives 0.48% (n = 360,000); P32245; AID 540295; inhibition, % at 6.5 µM;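 active = inhibition above its plate's cutoff, the mean of tested wells on that plate plus 3 SD, cut at about 29% in these data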;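 note: 0% = Melanotan II alone and 100% = Melanotan II plus saturating MCL0020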
#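 System: U2OS-MC4R stable cell line; Technique: Eu-cAMP/anti-cAMP TR-FRET, emission 671 nm; Repeats: single well per compound; Also added: Melanotan II; Dosing: one concentration, 6.5 µM nominal; Schedule: 30-min compound, 1-h challenge, 1-h detection, room temperature.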
# N-glyco inh = N-linked glycosylation inhibition; D54 ERlucT glycosylation luciferase reporter, 24 h; percent of 100 nM tunicamycin response; reporter increase, % at 12.5 µM; actives 0.23% (n = 360,000); AID 588692;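 active = mean luciferase reporter signal, scaled so untreated is 0 and the glycosylation-blocking control 100, at or above a set limit in every replicate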;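 note: luciferase carries N-glycosylation sites so blocking glycosylation raises the light; 0% = median of neutral control wells and 100% = median of 100 nM tunicamycin wells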
# Vif inh = inhibitors of HIV Vif. HEK293T cells, Vif self-association by quenched fluorescence, imaging, 24 h. inhibition, % at 7.49 µM. actives 0.35% (n = 340,000). AID 602346; in the data active = inhibition above about 50%, passing the limit was not always enough; note: some results filed as inactive read as strong as hits
# * hit, by the source's call; i = inactive; / = not tested or not shown. Not all compounds are listed; the hit share may differ from the screen's.
SMILES,TLR9-MyD88 block,ABHD5-PLIN5 inh,aDG glyco up,NOD2 RIPK2 PPI,Granule exo inh,ABCB6 inh 2,MC4R barr agon,MC4R antagonist,N-glyco inh,Vif inh
COc1ccccc1NC(=O)c1ccc(NC(=O)C2CC2C)cc1 (stereo unspecified),0,0,0.1,3,-2,96,-1.2,17,-2,-4
CCCCn1c(N)c(N(CC(C)C)C(=O)c2ccc(-c3ccc(C(C)=O)cc3)o2)c(=O)[nH]c1=O,-24,3,0.0,-3,0,99,-0.6,24,4,8
Cc1cc2nc(/C(C#N)=C\c3ccc(-c4ccccc4C(=O)O)o3)[nH]c2cc1C,-1,3,-0.1,2,2,144,-1.9,9,2,/
CCC(CC)C(=O)Nc1nnc(S(=O)(=O)N2CCCc3ccccc32)s1,-3,-13,0.1,1,0,99,6.9,9,1,0
CS(=O)(=O)c1ccc(Cl)c(C(=O)NCC2CCCCC2)c1,5,-1,-0.1,-5,4,97,-1.8,-3,2,4
Cc1ccc(S(=O)(=O)N(Cc2cccc([N+](=O)[O-])c2)C(=O)N2CCN(C)CC2)cc1,2,8,-0.2,-6,-2,95,3.6,-2,1,1
CCOC(=O)c1cn(CC2CC2)c2cc(F)c(F)cc2c1=O,0,1,-0.2,-7,-2,95,-0.9,18,0,4
COCCN(C(C)=O)c1nnc(-c2ccccn2)s1,5,-2,0.0,-5,-2,105,-0.1,0,0,16
CCN(CC(=O)Nc1ccc(NC(C)=O)cc1)C(=O)c1oc2ccccc2c1C,4,7,-0.2,-11,8,86,-0.1,-3,3,13
COc1cc([N+](=O)[O-])ccc1NC(=O)CN(C)C,-3,-4,0.3,5,-2,96,-0.9,15,2,-3
COc1ccc(C(CNC(=O)c2cccc(S(=O)(=O)N3CCCc4ccccc43)c2)N(C)C)cc1 (stereo unspecified),-4,10,0.7,-10,4,102,-0.9,5,0,4
CN(Cc1cc(Cl)cc(Cl)c1)[C@H]1C[C@H]2c3[nH]c4ccccc4c3CCN2C(=O)[C@H]1CO,-5,6,-0.2,0,-6,94,4.2,1,-2,0
CC(C)C[C@H]1CN=C(Nc2ccccc2)N1CCc1cccc(F)c1,-3,-3,0.0,-10,-3,96,-1.3,1,18,-3
CCOc1ccc(NC2=CC(=O)CC(c3ccco3)C2)cc1 (stereo unspecified),7,1,0.1,-8,4,99,0.1,3,1,-3
CCOC(=O)C1CCCN(Cc2cccs2)C1 (stereo unspecified),-9,10,-0.1,-13,4,103,0.6,9,8,/
Cc1cc(S(=O)(=O)NCc2ccco2)c(C)s1,0,4,0.0,-2,0,110,1.0,13,1,/
O=C(CC1CCCCC1)Nc1ccc(-c2ccc3nncn3n2)cc1,4,-11,0.0,-2,-1,89,-2.8,16,0,11
Cc1ccccc1CNC(=O)C(=O)NCCC1CCCCN1S(=O)(=O)c1cccs1 (stereo unspecified),3,-9,0.6,3,4,94,0.1,7,-6,-5
Cc1ccc(N2CCN(/N=C/c3ccncc3)CC2)cc1,1,-4,3.3,-4,0,101,-1.1,-9,0,7
COc1ccc(Cn2c(=O)oc3ccc(C)cc32)cc1OC,-3,2,1.6,-3,0,97,2.5,-3,-3,-29
O=C(N/N=C/c1ccc2c(c1)OCO2)c1ccc(COCC(F)(F)C(F)F)cc1,-8,-5,-0.1,1,-7,89,7.9,4,/,/
CCc1cccc(C)c1NC(=S)NCc1ccc2[nH]c(C)cc2c1,-10,5,-0.2,6,3,105,0.9,16,-5,/
COc1ccc(S(=O)(=O)NC2CCSc3ccccc32)cc1NC(C)=O (stereo unspecified),0,0,0.0,-2,5,98,1.1,15,1,8
C/C(=N/NC(=O)CNC(=O)c1ccccc1)c1ccc(C)cc1,9,-2,0.0,-12,-2,101,-1.2,-2,1,20
O=C(c1ccccc1)C(Nc1cccc([N+](=O)[O-])c1)c1ccccc1 (stereo unspecified),8,4,-0.1,-14,-7,98,-0.8,3,-2,6
O=C(CSc1nc2c(cnn2-c2ccc(F)cc2)c(=O)[nH]1)N1CCCCCC1,0,1,-0.3,2,-2,101,-2.1,21,4,9
Cc1ccc(Oc2ccc(OCC(=O)NC(CC(C)C)C(=O)O)cc2)cc1 (stereo unspecified),-1,1,-0.1,-2,-4,106,0.4,2,0,3
CCN(CC)C(=O)c1sc(NC(=O)c2c(OC)cccc2OC)c(C#N)c1C,-4,-5,-0.4,-21,3,102,1.6,-5,-2,-5
COCOCCn1cc(CN2CCS(=O)(=O)N(Cc3ccc(-c4ccc(Cl)c(Cl)c4)cc3)C(C)C2=O)nn1 (stereo unspecified),-8,7,0.4,-7,-1,97,-1.7,3,-5,-6
COc1cc(C(=O)Oc2cccnc2)cc(OC)c1OC,-8,-8,-0.1,-4,-3,99,-1.6,4,1,-2
O=C(NNC(=O)c1ccc(Br)o1)c1csc(N2CCOCC2)n1,1,8,0.0,3,-4,94,-0.1,8,1,8
Cc1cc(N2CCOCC2)nc2ccc(NC(=O)CCC(=O)N3CCN(c4ccccc4)CC3)cc12,-6,9,0.2,-11,10,99,-0.5,0,-2,4
CS(=O)(=O)CCC(C(=O)OCc1ccc(Br)cc1)N1C(=O)c2ccccc2C1=O (stereo unspecified),-8,2,-0.3,-22,-2,97,-0.6,26,1,1
O=C1N/C(=N/O)S/C1=C/c1cccnc1,2,-7,0.0,-7,-1,95,-0.6,-13,1,2
CCC[C@H]1CC(=O)C=C(c2ccsc2)ON1C(=O)OC(C)(C)C,-7,-14,-0.3,-5,-5,103,-1.1,-1,-4,-12
COc1ccc(C2=NN(C(=O)c3cccs3)C(c3ccccc3OC)C2)cc1OC (stereo unspecified),-3,7,-0.2,1,3,97,-0.1,-6,-3,-6
O=C(COC(=O)CCc1nc2ccccc2s1)Nc1ncc(Cl)cc1Cl,0,0,0.0,1,-2,98,-1.5,7,1,-4
CC(C)(C)c1nnc(N/N=C/c2ccc(O)cc2)n(N)c1=O,2,-6,-0.3,-13,-2,92,-0.3,-7,3,1
Cc1nn(-c2ccccc2)c(Cl)c1/C=N/Nc1nncc(=O)[nH]1,0,-5,0.0,-3,-2,95,0.0,3,2,4
CC(C)N(Cc1nc2ccccc2[nH]1)C(C)C,-1,6,-0.6,8,-3,98,3.3,-6,0,/
O=C(Nc1ccc2c(c1)C(=O)NC2=O)c1cc(Cl)ccc1Cl,1,6,0.2,7,-1,99,0.1,8,3,12
CC(=O)/C(=N\Nc1ccc(Cl)cc1)Sc1nnc(-c2ccccc2)n1-c1ccccc1,3,-11,-0.1,-1,-3,94,-3.5,-4,-2,-2
CC(C)Oc1ccc(Cc2n[nH]c(=S)n2Cc2ccccc2)cc1Cl,-5,-8,0.1,1,4,98,-0.2,6,0,-2
CCOc1ccccc1NC(=O)CCCc1ccc(OC)c(C)c1,-2,5,0.2,-2,5,98,0.3,2,10,-6
CCn1cc(C(=O)NCCN(C)CCc2ccccc2)c(=O)c2cc(S(=O)(=O)N(C)C)ccc21,-1,5,-0.3,-5,-2,100,1.0,13,-3,8
Cc1cc2oc(=O)cc(CN3CCN(S(=O)(=O)/C=C/c4ccccc4)CC3)c2cc1C,-4,1,1.2,-9,1,96,-2.3,-1,-5,0
COCCCN1C(=O)C(CC(=O)NCc2cccs2)CC(C(=O)N2CCOCC2)=C1C (stereo unspecified),0,-3,-0.1,2,-2,100,-0.4,4,4,/
O=C(NCc1cccnc1)c1csc([C@H]2C[C@H](O)[C@@H](CO)O2)n1,/,3,-0.4,-4,0,99,-1.8,-4,0,-3
NC(=O)CSc1nc2cc3c(cc2c(=O)n1CCCC(=O)NCc1ccc2c(c1)OCO2)OCO3,10,-2,0.0,-4,-3,100,-0.8,5,-4,17
CC1(C)C(C=C(Cl)Cl)C1C(=O)N(Cc1cccc(Cl)c1)C1CCS(=O)(=O)C1 (stereo unspecified),-3,-1,-0.1,6,-2,99,-1.6,5,0,-1
CC1CCCC(NC(=O)c2ccc3c(=O)n(CC4CCCO4)c(=O)[nH]c3c2)C1C (stereo unspecified),-1,2,-0.1,-2,-2,88,-0.4,5,-1,2
COc1cccc(CNC(=O)CN(C)S(=O)(=O)c2cccc3cccnc23)c1,7,1,-0.1,-9,27,94,-1.1,14,-1,-3
Cc1nn(C)c(C)c1CCC(=O)O,-8,-2,-0.2,-9,2,98,-2.8,6,1,3
S=C(NCc1ccc(Cl)cc1Cl)NC1CCCCC1,9,0,-0.2,4,3,92,5.2,2,-3,-1
c1ccc(-c2ccc(OCCCNC3CCCC3)cc2)cc1,/,3,5.8,-6,8,95,7.0,7,-5,0
Nc1sc(-c2ccccc2)cc1C(=O)NCCN1CCOCC1,/,-4,-0.2,-7,-2,/,/,/,/,/
CN(C)[C@@H](CO)c1nnc([C@H](CCC(=O)O)NC(=O)C2CCNCC2)o1,1,-3,0.0,-12,-8,102,-1.6,0,0,12
COc1ccc(C(=O)CNc2ccc(C)cc2C)cc1,0,5,0.1,-2,-3,96,0.9,8,1,-3
COc1cc(/C=C2/SC(=S)N(Cc3ccccc3)C2=O)cc(OC)c1O,1,4,-0.3,-2,11,i,2.1,-5,-3,14
CCc1cccc2c(C(=O)C(NCCCOC)c3ccccc3)c[nH]c12 (stereo unspecified),-2,7,0.3,1,13,100,-1.4,-8,-3,12
# New compounds follow.
SMILES,TLR9-MyD88 block,ABHD5-PLIN5 inh,aDG glyco up,NOD2 RIPK2 PPI,Granule exo inh,ABCB6 inh 2,MC4R barr agon,MC4R antagonist,N-glyco inh,Vif inh
Cc1ccnc2nc(C(=O)Nc3cc(Cl)ccc3N3CCOCC3)nn12,2,3,-0.5,5,4,92,-0.2,5,41*,-5
COc1ccc(C(C(=O)NC2CCCC2)N(Cc2ccccc2)C(=O)c2snc(C(N)=O)c2N)cc1OC (stereo unspecified),-13,6,-0.2,0,28,98,0.0,1,2,0
O=C1c2ccccc2C(Nc2ccc(S(=O)(=O)N3CCCCCC3)cc2)N1Cc1ccco1 (stereo unspecified),3,-1,0.3,-5,-6,99,0.1,11,-3,-5
CCCCSc1nnc2c(n1)[nH]c1ccccc12,-2,1,-0.2,-4,-1,98,-1.7,7,-5,-7
COC(=O)c1cc(OC)c(OC)cc1NC(=O)CSc1nnc(-c2cccnc2)n1C,0,1,0.0,7,-1,98,-2.0,5,2,16
CCOC(=O)N1CCN(C(=O)C[C@@H]2C[C@@]3(C(=O)OC)CCCCC=C3N(Cc3ccccc3)C2=O)CC1,/,2,-0.3,3,-3,94,/,/,/,/
O=C(Cn1ncc2c([nH]c3ccccc32)c1=O)Nc1ccc(F)cc1F,4,-2,0.0,1,-6,94,-1.2,0,2,-4

# Marked active in N-glyco inh (from the list above):
SMILES,TLR9-MyD88 block,ABHD5-PLIN5 inh,aDG glyco up,NOD2 RIPK2 PPI,Granule exo inh,ABCB6 inh 2,MC4R barr agon,MC4R antagonist,N-glyco inh,Vif inh
Cc1ccnc2nc(C(=O)Nc3cc(Cl)ccc3N3CCOCC3)nn12,2,3,-0.5,5,4,92,-0.2,5,41*,-5
